Screening data: PubChem, several laboratories
HDAC3 inh: human HDAC3 inhibition; 0.15% of 320,000 active; inhibition, % at 8.3 µM; recombinant HDAC3, fluorogenic peptide/trypsin coupled, fluorescence; in the data active = inhibition above about 26%, passing the limit was not always enough; inconclusive = no clear call, values can overlap the other calls
Target sequence (O15379 whole entry, looked up): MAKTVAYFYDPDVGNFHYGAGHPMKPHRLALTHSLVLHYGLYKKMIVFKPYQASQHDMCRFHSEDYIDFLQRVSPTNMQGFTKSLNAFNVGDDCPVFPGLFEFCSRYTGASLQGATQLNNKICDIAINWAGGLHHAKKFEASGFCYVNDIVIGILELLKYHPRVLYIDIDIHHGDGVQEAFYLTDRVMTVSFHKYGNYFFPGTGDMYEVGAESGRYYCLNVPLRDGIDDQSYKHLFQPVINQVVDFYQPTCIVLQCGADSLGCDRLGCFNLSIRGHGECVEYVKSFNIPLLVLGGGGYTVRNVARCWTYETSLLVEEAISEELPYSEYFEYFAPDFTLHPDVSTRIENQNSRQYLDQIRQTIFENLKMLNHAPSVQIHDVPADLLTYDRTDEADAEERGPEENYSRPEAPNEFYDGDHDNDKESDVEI
AI-2 QS modul: modulators of Vibrio harveyi AI-2 quorum sensing system. activity change, % at 7.5 µM. Vibrio harveyi JMH597 AI-2 luminescence/OD600 ratio, 9 h; stronger effect = lower value; strain lacks LuxN and CqsS sensors; 0 = neutral-control median. 0.4% of 300,000 active; in the data active = activity change below about -75%, passing the limit was not always enough; inconclusive = no clear call, values can overlap the other calls;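 note: luminescence divided by OD600 gain over 9 h not by final OD600 alone; inactives centre near 13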
HIF activator: HIF pathway transcriptional activation. U2OS HRE-luciferase reporter, luminescence; normalized: DMSO 0%, desferrioxamine 100%. activation, % at 7.5 µM (by protocol). 0.32% of 300,000 active. AID 1910;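 active = mean activation of at least 10% of the iron chelator positive control signal, with at least half of replicates also reaching 10%; inconclusive = mean and replicate majority disagree about reaching 10%; inactive = mean and most replicates under 10%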
HSF1 activator: increases HSF-1 driven luciferase reporter signal; NIH3T3-HGL HSF-1 luciferase reporter, MG132, 8 h; 100% = twice DMSO control signal; activation, % at 9 µM; 1.7% of 300,000 active;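 active = mean replicate activation of at least 50% with a set share of replicates each reaching 50%; inconclusive = only one of those two conditions met; inactive = mean below 50% and too few replicates reaching it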;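 note: 0% = median of the neutral control wells and 100% = twice that signal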
IEC-6 tox: counter-screen for KLF5 inhibitors: cytotoxicity in IEC-6 cells. IEC-6 cytotoxicity, luminescence viability. inhibition, % at 5 µM. 0.78% of 290,000 active; in the data active = inhibition above about 22%;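 note: 0% = plate median of test compound wells and 100% = cytotoxic reference compound wells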
HSF1 inhib: HSF1 inhibition. 0.77% of 300,000 active. AID 2098. activity change, negative = inhibition, % at 7.5 µM (by protocol). NIH3T3-HGL HSE-luciferase, MG132-induced, luminescence 8 h; stronger effect = lower value;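 active = more than half of replicate wells show activity change below -50%, luminescence cut by over half; inconclusive = some wells, but at most half, below -50%; inactive = no replicate well below -50%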;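 note: luciferase reports HSF-1 transcriptional activity via heat shock element; 0% = median of DMSO wells and -100% = zero luminescence signal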
HSP90 inh: blocks HSP90-mediated luciferase refolding in reticulocyte lysate; Rabbit reticulocyte lysate, luciferase refolding luminescence, 3 h; inhibition, % at 5.6 µM; 0.91% of 290,000 active;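 active = inhibition above the screen-wide mean plus 3 SD, computed separately per campaign, cut at about 16% in these data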;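 note: 0% = DMSO wells and 100% = 60 µM geldanamycin wells; inhibitors lower the luminescence because luciferase stays unfolded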
KLF5 inh: kruppel-like factor 5 inhibition | inhibition, % at 5 µM | DLD-1 KLF5 promoter-luciferase reporter, luminescence | AID 1700 | 0.23% of 290,000 active;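 active = inhibition above a per-plate limit of that plate's mean compound inhibition plus 3 SD, cut at about 60% in these data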;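 note: 0% = DMSO wells and 100% = LY294002 at 200 µM; higher means less KLF5 promoter-driven luciferase light; inactives centre near -14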
Platelet DG rel: modulates dense granule release in human platelets; human platelet-rich plasma, SFLLRN dense granule ATP release, luminescence; inhibition, %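 (compounds screened at 7.5 µM in platelet-rich plasma)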; 0.22% of 300,000 active; AID 1663;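 active = mean replicate score, as percent of positive control, at or above 50; inconclusive = mean below 50 but at least one replicate at or above 50; inactive = mean and every replicate below 50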
aSyn UTR inh: MLPCN primary screen, SNCA 5' untranslated region | inhibition, % (tested at 7.5 µM) | AID 1813 | 0.82% of 300,000 active | alpha-synuclein 5'UTR reporter, inhibitor activity; in the data active = inhibition above about 60%; inconclusive = no clear call, values can overlap the other calls;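 note: H4 neuroglioblastoma cells stably carrying SNCA 5'UTR luciferase fusion; 0% = DMSO wells and 100% = positive control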
* marks the source's active call; other numbers are inactive results; ? = inconclusive; · = not tested or not shown.

SMILES	HDAC3 inh	AI-2 QS modul	HIF activator	HSF1 activator	IEC-6 tox	HSF1 inhib	HSP90 inh	KLF5 inh	Platelet DG rel	aSyn UTR inh
NS(=O)(=O)c1ccc(CCNC(=O)c2coc3ccccc3c2=O)cc1	-12	11	2.5	0	-4	-11	1	-14	4	13
Cc1cc2c(cc1S(=O)(=O)N1CCN(c3cccc(C)c3C)CC1)OCC(=O)N2	1	56	-0.1	-15	2	0	8	-6	-1	-1
O=C(NNC(=S)NC(=O)c1ccccc1[N+](=O)[O-])c1ccc(Cl)cc1Cl	0	59	0.5	-17	1	-15	-2	-21	0	-33
O=C(COC(=O)/C=C/c1cccs1)Nc1ccccc1Cl	2	6	0.1	38	-10	-5	-8	-19	2	-2
O=C(CSc1nc2ccccc2c2nc3ccccc3n12)NCc1ccco1	4	50	1.6	103*	-8	45	-5	1	0	-16
CCN1CCN(C(=O)c2cc3c(s2)-c2ccccc2S(=O)(=O)C3)CC1	1	12	0.1	6	-2	6	-5	-24	-1	-20
C[C@@H]1CCC[C@]2(O[C@@H](CCO)C[C@@H](O)[C@@H]2O)O1	-7	24	-0.2	-6	·	-4	·	·	0	-3
Cc1ccccc1-c1c(C)oc2cc(O)ccc2c1=O	-30	16	-0.2	-3	-5	0	-3	-34	7	-1
O=C(Nc1cc([N+](=O)[O-])ccc1F)c1ccc2c(c1)OCCO2	-1	25	2.4	33	2	9	-2	-20	10	-15
C=CCn1c(COc2ccc(Cl)cc2)nnc1SCC(=O)N1CC(=O)Nc2ccccc21	0	18	0.2	4	-7	1	-4	-33	-4	4
Cc1ccc(C)c2c1[nH]c1ccc([N+](=O)[O-])cc12	6	0	-1.9	-13	10	-7	3	-6	0	3
CC(C)n1c(Sc2nccn2C)nc2c1c(=O)n(C)c(=O)n2C	7	15	-0.6	·	1	·	3	-21	3	28
CCOC(=O)c1[nH]c2ccc(OC)cc2c1NC(C)=O	-25	6	0.0	-3	-5	-9	-2	-32	-14	18
Cc1nc(SCCO)c2oc3ccccc3c2n1	·	19	0.1	-8	4	-2	3	-9	0	-23
COc1ccc(NC(=O)CSc2nnnn2-c2ccccc2F)cc1	-4	8	-5.5	-8	3	0	-3	-29	-6	-16
Cc1cccc(N2CCN(c3nc4ccccc4n4cnnc34)CC2)c1C	-4	8	0.1	-1	-2	-2	-1	-15	-41	-39
O=C(Nc1cccc2cccnc12)c1ccc2c(c1)OCCO2	6	25	2.2	5	1	15	1	-53	10	-178
COc1ccc(Nc2nc(C(F)(F)F)nc(C)c2C#N)cc1	·	10	0.2	-9	4	1	4	-25	2	24
Cc1ccc(S(=O)(=O)N2CCOCC2)cc1NC(=O)COC(=O)CCC(=O)c1cccs1	-2	28	-22	0	1	-4	-5	-16	-1	3
CC(=O)c1c(N2CCCCC2)nc(=O)n(-c2ccccc2)c1C	-4	12	-0.3	27	-1	1	-1	-10	-14	9
c1ccc(-c2nc3ccccc3[nH]2)nc1	1	37	1.2	15	8	13	5	-102	14	-81
Cc1nn(CC(=O)N2CCCc3ccccc32)c(C)c1[N+](=O)[O-]	2	14	-0.2	-26	0	-10	1	-22	1	4
Cc1ccc(S(=O)(=O)N2CCC(C(=O)NCCc3ccc(S(N)(=O)=O)cc3)CC2)cc1	0	25	0.3	1	-1	5	1	-7	-2	-28
O=[N+]([O-])c1cccc(-c2nnc3n2CCCCC3)c1	-2	14	-0.7	1	5	1	4	-5	-14	14
COc1ccccc1CNC(=O)C1CC2Cn3c(nc4cc(C)c(C)cc43)C2N1C (centres undefined)	5	8	-0.3	-15	·	2	·	·	-6	-23
COc1cccc(-c2nnc3n2N=C(c2cccc(Br)c2)CS3)c1	3	18	1.0	-21	-2	-20	-1	3	3	37
C/C(CCC(C)C)=N\NS(=O)(=O)c1ccc(C)c([N+](=O)[O-])c1	4	44	-0.4	-7	5	-6	2	-24	-3	6
CC(CNC(=O)C(=O)NC(C)CCc1ccccc1)Cc1ccccc1 (centres undefined)	4	19	-0.5	-9	2	-2	-1	-14	1	-25
Cc1nn(CC(=O)NCCc2ccccc2)c(=O)c2ccccc12	0	-39	-1.4	-1	2	-3	-1	-4	0	10
OC(COCC1CC=CCC1)Cn1cnc2ccccc21 (centres undefined)	3	15	-0.4	-2	3	-1	0	-29	1	6
COc1ccccc1C(CNC(=S)NCc1ccccc1)N1CCCC1 (centres undefined)	-4	14	1.8	15	3	1	-4	-25	15	14
COC(=O)c1ccc(COC(=O)c2cnccn2)cc1	0	17	-0.1	-1	-4	-2	-1	-29	9	-22
CCc1ccc(/C=C2\CN(CC)Cc3c2nc2ccccc2c3C(=O)O)cc1	10	18	0.2	13	7	2	4	14	2	12
CCCC(=O)NC(c1cccs1)c1cc([N+](=O)[O-])c2cccnc2c1O (centres undefined)	11	-26	-33	22	-1	7	-2	6	-8	30
CC1(C)Oc2ccc3ccc(=O)oc3c2C[C@H]1O	-42	7	-0.1	1	·	-4	·	·	1	21
COC(=O)c1cn(NC(=O)Cn2nc([N+](=O)[O-])c(Br)c2C)c(=O)c2ccccc12	6	0	-0.1	-2	1	-4	-2	-14	1	8
CCOC(=O)c1ccc2c(c1)n(CC)c(C)[n+]2CC	-2	20	-0.7	-7	7	-9	6	-2	0	-21
C=CCc1cccc2cc(C(=O)NC(C)(C)C)c(=O)oc12	-2	24	0.1	8	2	-2	-1	-25	8	-8
COc1cc(SC)ccc1C(=O)NCc1ccc(C)cc1	4	14	1.1	34	4	4	0	-8	-3	-18
COc1cc(OC)cc(-c2nnc(SCC(=O)N(Cc3ccccc3)C(C)(C)C)o2)c1	11	3	-0.3	0	0	-1	4	-18	2	12
O=C(COC(=O)c1ccc(Br)o1)NCCNC(=O)COC(=O)c1ccc(Br)o1	4	11	-0.6	4	·	0	·	·	-1	-26
O=C1COc2ccc(C(=O)CSc3nnc(Cc4cccs4)n3-c3ccccc3)cc2N1	-1	42	-0.8	-9	-3	-3	0	-23	11	10
CCn1c(SCC(=O)Nc2ccc(C)cc2)nc2nc3c(cc2c1=O)CCCC3	·	23	-0.1	30	2	16	-4	-25	17	18
CCCCN1C(=O)/C(=C2\SC(N3CCCCC3)=NC2=O)c2ccccc21	15	3	1.7	51*	0	36	0	-96	6	-149
O=C(O)C1CC=CCC1C(=O)NCCCCc1ccccc1 (centres undefined)	2	28	-0.2	2	-3	-3	1	-3	-1	21
CCc1cc(=O)oc2cc(OCC(=O)N3CCC(C(N)=O)CC3)ccc12	-9	21	-0.1	28	0	13	3	-4	3	7
CN(C)c1ccc(N2C(=O)CC(c3ccccc3)CC2=O)cc1	1	10	0.6	-16	-8	0	3	-9	-7	-22
CC(C)(C)c1cc(C(=O)NCc2cccnc2)ccn1	1	5	0.3	25	0	2	0	-14	4	11
Cc1ccc(Nc2nc(=O)c3cc([N+](=O)[O-])ccc3s2)cc1	2	7	0.3	2	-3	-3	3	-8	-1	-14
CCOC(=O)CCC(=O)Nc1ccc(S(=O)(=O)Nc2cc(OC)nc(OC)n2)cc1	-5	10	-1.0	-7	-1	1	0	-6	-3	-7
COc1ccc(C(=O)Nc2ccnn2C2CCN(Cc3cccnc3)CC2)cc1	-3	·	-0.4	-7	-7	-5	-1	-26	11	-15
CC1=NN(Cc2cc(C(C)(C)C)c(O)c(C(C)(C)C)c2)C(=O)C1	-4	16	-29	4	-1	2	-4	-7	1	-1
CC(C)CC(=O)Nc1nnc(S(=O)(=O)N(C)Cc2ccco2)s1	1	-2	-0.2	22	-3	12	-2	-29	10	-5
O=C(NNc1c2ccccc2nc2ccccc12)c1cccc(O)c1	11	29	0.1	29	1	15	0	-38	1	6
CC(C)(CCO)Nc1ncnc2onc(-c3ccc(F)cc3)c12	-2	5	-1.4	-13	3	-2	-4	7	-1	4
CCOc1ccc(S(=O)(=O)NCc2cccnc2)cc1	7	20	0.6	-9	0	2	-2	3	4	0
Cc1cccc(NC(=O)CCN2CCC(C(N)=O)CC2)c1	-5	5	-2.0	15	1	-4	-2	-20	0	-7
O=C(Nc1ccc(C(=O)N2CCCCC2)cc1)c1cccs1	6	16	1.4	3	3	0	-2	-52	10	-58
CC[C@H](C)/C=C(C)/C=C/C1=CC2=CC(=O)[C@]3(C)OC(=O)[C@@H](C(C)=O)[C@@H]3C2=CO1	3	20	-0.4	35	0	14	1	-28	-1	-29
COc1ccc(Cc2nnc(NC(=O)CSc3ccccc3)s2)cc1OC	-3	25	0.0	-1	-4	7	-5	-10	-9	25

(list continues)
SMILES	HDAC3 inh	AI-2 QS modul	HIF activator	HSF1 activator	IEC-6 tox	HSF1 inhib	HSP90 inh	KLF5 inh	Platelet DG rel	aSyn UTR inh
CC(C)NC(=O)COc1coc(CN2CCN(c3cccc(Cl)c3)CC2)cc1=O	-10	17	1.1	4	-5	-3	-3	-6	-8	15
COc1ccc(Br)cc1/C=C/C(=O)Nc1c(C)cccc1C	-2	19	-0.3	-3	-2	-3	3	8	0	15
CC(Nc1ccc2c(c1)OCCO2)C(=O)Nc1ccc2c(c1)OCO2 (centres undefined)	0	25	·	·	-1	·	-5	-9	·	·
COCCn1nnnc1C(c1ccccc1)N1CCN(Cc2ccc3c(c2)OCO3)CC1 (centres undefined)	1	18	0.0	-3	-17	-3	0	-6	3	12
COc1ccc(NC(=O)C2CCCN(c3ncnc4onc(-c5ccc(F)cc5)c34)C2)cc1 (centres undefined)	6	13	0.1	-5	2	-9	0	-9	-10	7
COc1ccc(C2=NOC(C(=O)Nc3ccc4c(c3)OCO4)C2)cc1 (centres undefined)	2	10	-0.1	2	0	-9	4	-40	2	-14
COC(=O)c1cc(NC(=O)CC2C(=O)NCCN2C(=O)c2ccccc2)cc(C(=O)OC)c1 (centres undefined)	5	15	0.7	16	-10	-3	2	-59	2	-6
O=C(NCCc1ccc(Cl)cc1)c1cc(-c2ccncc2)nc2ccccc12	-8	15	-0.1	23	2	19	-4	-7	2	3
CCOc1ccc(NC(=S)NCCCN2CCN(C3CCCCC3)CC2)cc1	-1	9	0.1	-9	4	-3	1	7	16	0
CN(C)CCN1CC(O)=C(c2nc3ccccc3s2)C1=N	·	26	0.6	0	2	-1	2	-17	4	-1
Cc1ccc2cc(CN(Cc3ccco3)C(=O)C3CCCCC3)c(=O)[nH]c2c1C	0	11	0.0	8	2	-2	2	-22	?	-6
CC(=O)Nc1ccc(S(=O)(=O)Nc2nc3ccccc3nc2Cl)cc1	1	14	-0.5	-2	-6	-13	-3	-40	-6	-6
Cc1cc(SC(C)C(=O)Nc2c(C)n(C)n(-c3ccccc3)c2=O)nc2ccccc12 (centres undefined)	-2	4	-0.2	·	-3	·	0	-13	-1	35
COCCNC(=O)/C(C#N)=C/c1ccc(C)o1	0	11	0.0	·	-10	·	-1	-12	4	12

Single records, from the list above.
Cc1nn(CC(=O)N2CCCc3ccccc32)c(C)c1[N+](=O)[O-] is listed as HDAC3 inh = 2; AI-2 QS modul = 14; HIF activator = -0.2; HSF1 activator = -26; IEC-6 tox = 0; HSF1 inhib = -10; HSP90 inh = 1; KLF5 inh = -22; Platelet DG rel = 1; aSyn UTR inh = 4
CCOC(=O)c1ccc2c(c1)n(CC)c(C)[n+]2CC is listed as HDAC3 inh = -2; AI-2 QS modul = 20; HIF activator = -0.7; HSF1 activator = -7; IEC-6 tox = 7; HSF1 inhib = -9; HSP90 inh = 6; KLF5 inh = -2; Platelet DG rel = 0; aSyn UTR inh = -21
